# AMA1-RON2 inh = qHTS for Inhibitors of AMA1-RON; Towards Development of Antimalarial Drug Lead: Primary Screen. AID 720542, 2013. AlphaScreen AMA1-biotinylated RON2 peptide binding. 360,000 compounds, 0.2% hits. Potency, µM (top dose mostly 58.2 µM), without a hit: at the top dose activity change, negative = inhibition, actives largely listed as inhibitors;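 note: potency is the fitted concentration of half-maximal effect; 0% = vehicle wells and -100% = peptide control; nearly all actives have a fitted effect of over 45% in size; some results filed as inactive show a strong effect at the top dose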
#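 AMA1 (3D7) with his tag at 25 nM final met compounds first, then biotinylated RON2 peptide at 25 nM; detection used donor plus acceptor beads, 10 µg/mL apiece, read by AlphaScreen after 30 min at room temperature.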
# Giardia FBPA inh = qHTS Assay for Inhibitors of Fructose-1,6-bisphosphate Aldolase from Giardia Lamblia; Potency, µM (top dose mostly 59.6 µM), without a hit: at the top dose activity, negative = inhibition, most hits filed as inhibitors; 290,000 compounds, 0.71% hits; A8B2U2; AID 2451, 2010; purified Giardia FBPA; note: potency is the fitted concentration of half-maximal effect; nearly all actives have a fitted effect of over 55% in size
# Target sequence (A8B2U2 whole entry, looked up): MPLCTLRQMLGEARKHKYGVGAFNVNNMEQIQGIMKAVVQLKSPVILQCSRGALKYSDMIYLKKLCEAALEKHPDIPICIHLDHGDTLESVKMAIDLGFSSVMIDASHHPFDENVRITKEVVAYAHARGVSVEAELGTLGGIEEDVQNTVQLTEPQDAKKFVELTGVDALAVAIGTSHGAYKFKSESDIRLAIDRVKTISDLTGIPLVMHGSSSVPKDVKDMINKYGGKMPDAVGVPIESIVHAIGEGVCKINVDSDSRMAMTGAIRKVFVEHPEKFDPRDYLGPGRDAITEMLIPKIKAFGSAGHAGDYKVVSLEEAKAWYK
#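 Giardia FBPA (40 nM reagent) was preincubated 10 min at RT with compound (up to 57.5 uM final), then substrate plus GAPDH/TPI/NAD/arsenate coupling system with diaphorase/resazurin was added; resorufin fluorescence (525/598 nm) was read after 20 min.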
# HCMV antiviral = qHTS Assay for inhibitors of the human cytomegalovirus (HCMV); HFF cells, HCMV-luciferase reporter, 72 h; stronger effect = lower value; activity change, negative = inhibition, % at 57.5 µM; 410,000 compounds, 4.5% hits; in the data active = activity change below about -60%; inconclusive = no clear call, values can overlap the other calls; inactive = above about -39%
#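 After 16 h attachment at 37C, HFF cells received test compound and HCMV-luciferase (1 PFU/cell); reporter luminescence read 72 h later, data normalized against buffer-only and known inhibitor Salinomycin.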
# AmpC inh no detg = qHTS Inhibitors of AmpC Beta-Lactamase (assay without detergent). 330,000 compounds, 0.52% hits. Potency, µM (top dose mostly 57.1 µM), for the others: at the top dose activity change, negative = inhibition, hits mostly inhibitors. AmpC nitrocefin hydrolysis, absorbance 480 nm, 0.0001% Triton;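 note: potency is the fitted concentration of half-maximal effect; plate controls were no compound for no effect and no enzyme for full effect; nearly all actives have a fitted effect of over 20% in size; some results filed as inactive show a strong effect at the top dose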
# Target sequence (P00811 whole entry, looked up): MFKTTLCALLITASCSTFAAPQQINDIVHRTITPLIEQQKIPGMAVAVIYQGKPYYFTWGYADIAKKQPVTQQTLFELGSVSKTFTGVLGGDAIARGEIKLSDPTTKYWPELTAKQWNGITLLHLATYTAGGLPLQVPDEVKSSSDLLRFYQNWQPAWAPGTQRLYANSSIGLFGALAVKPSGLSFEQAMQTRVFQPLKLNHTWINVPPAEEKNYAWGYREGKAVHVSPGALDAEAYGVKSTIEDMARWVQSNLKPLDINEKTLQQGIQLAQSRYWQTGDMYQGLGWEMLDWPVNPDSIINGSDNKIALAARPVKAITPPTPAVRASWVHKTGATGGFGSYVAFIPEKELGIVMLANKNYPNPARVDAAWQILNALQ
#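 AmpC (5.3 nM in the dispensed reagent) in 20 mM phosphate pH 7.0 with 0.01% (detergent screen) or 0.0001% Triton X-100 was preincubated with compounds for 15 min at room temperature. Nitrocefin was then added from an 800 uM solution, and hydrolysis was followed at 480 nm.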
# AmpC inh detg = qHTS Inhibitors of AmpC Beta-Lactamase (assay with detergent). AID 485294, 2010. 370,000 compounds, 0.041% hits. Potency, µM (doses to about 114 µM), without a hit: top-dose activity change, negative = inhibition, actives largely listed as inhibitors. P00811. AmpC hydrolysis of nitrocefin, absorbance 480 nm, 0.01% Triton;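 note: potency is the fitted concentration of half-maximal effect; 0% = no-compound wells and -100% = no-enzyme wells; nearly all actives have a fitted effect of over 25% in size; some results filed as inactive show a strong effect at the top dose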
#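 AmpC (5.3 nM in the dispensed reagent) in 20 mM phosphate pH 7.0 with 0.01% (detergent screen) or 0.0001% Triton X-100 was preincubated with compounds for 15 min at room temperature. Nitrocefin was then added from an 800 uM solution, and hydrolysis was followed at 480 nm.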
# Sm TGR inh = qHTS Assay for the Inhibitors of Schistosoma Mansoni Peroxiredoxins | Schistosoma mansoni thioredoxin glutathione reductase (TGR), Q962Y6 | purified TGR, DTNB reduction, TNB absorbance 405 nm | Potency, µM (highest dose often 114 µM), for the others: top-dose activity change, negative = inhibition, hits mostly inhibitors | 360,000 compounds, 3% hits | AID 485364, 2010; note: potency is the fitted concentration of half-maximal effect; nearly all actives have a fitted effect of over 60% in size
#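 Kinetic colorimetric format: TGR-catalysed, NADPH-driven DTNB reduction monitored via TNB absorbance. Enzyme dispensed at 20 nM; compound exposure 15 min at room temperature before reaction start.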
# An asterisk follows results filed as active; ? = inconclusive; / = not tested or not shown; & = joins results of further samples; [ ] = another dose, or the depositor's remark. Unless noted, calls come from the whole dose curve; as a rule, active = well fitted curve in the direction sought with a large enough effect; inconclusive = small, poorly fitted or top-dose-only effect, or another doubt; inactive = no such curve, though single readings can be large; an effect the other way counts as inactive or inconclusive. Unless noted, % is set by controls: 0 for no effect and ±100 for the full control effect. Hits appear at their usual frequency; any-hit rate near 7.8%.
entry	compound	AMA1-RON2 inh	Giardia FBPA inh	HCMV antiviral	AmpC inh no detg	AmpC inh detg	Sm TGR inh
1	CCOC(=O)/C(=C\c1ccc(Cl)cc1)c1nc2sc(C)c(C)c2c(=O)[nH]1	9%	-3%	-75*	-27%	-4%	?
2	O=C(CCC(=O)c1cccs1)OCC(=O)c1ccccc1F	3%	/	-21	4%	3%	1%
3	Cc1ccc(OCC(=O)NCCN2CCN(C(=O)COc3ccc(C)cc3)CC2)cc1	6%	1%	-13	151%[activator]	4%	-17%
4	O=C(NS(=O)(=O)Oc1ccc(F)cc1F)OC[C@@H]1CCCN2CCCCC12 (stereo partly specified)	2%	3%	21	-10%	?	5%
5	COCCNC(=O)c1ccccc1-c1nc(-c2ccccc2Cl)no1	-7%	5%	-10	-9%	1%	-16%
6	Fc1ccc(-c2csc(Nc3ccccn3)n2)cc1	-1%	-18%	68	-35%	-1%	-1%
7	CCn1c(SCC(=O)N(C)CCC#N)nc2cc(S(=O)(=O)N3CCOCC3)ccc21	-9%	/	-9	-4%	-16%	0%
8	Cc1c(C)c2cc3c(c(C)c2oc1=O)OCN(CCc1ccc(F)cc1)C3	/	/	-37	/	15%	1%
9	Cc1ccc(CNC(=O)Cn2ccc(NC(=O)OCc3ccccc3)nc2=O)o1	-8%	/	-16	-3%	1%	?
10	CCCn1ccc2c(OCC(=O)NCc3ccc(F)cc3)cccc2c1=O	/	/	13	/	0%	11%
11	CCN(C(=O)CSc1nc2nc(C)cc(C)n2n1)c1ccccc1	-14%	11%	-19	-5%	7%	5%
12	CCC1CCCCN1C(=O)Cn1c(C(=O)OC)cc2ccsc21 (stereo unspecified)	-3%	5%	-2	3%	-3%	10%
13	Cc1nn(CC(=O)NC2CCS(=O)(=O)C2)c(C)c1[N+](=O)[O-] (stereo unspecified)	-28%	/	-1	-6%	/	/
14	O=C(O)c1cccc(NC(=S)NC(NC(=O)c2ccco2)C(Cl)(Cl)Cl)c1 (stereo unspecified)	3%	5%	-18	-20%	4%	?
15	CCCCn1c2ccccc2c2nnc(SCCN3CCCCC3)nc21	-11%	12%	-20	2%	1%	-14%
16	CNC(=S)Nc1ccc(OCc2ccccc2)cc1	-36%	-3%	26	-23%[2.29 µM]	-7%	-22%
17	O=C(N/N=C1/CC2CCC1C2)c1cc2ccccc2cc1O (stereo unspecified)	117%[activator]	/	51	-59%	-3%	6%
18	O=C(Cn1ncc2c([nH]c3ccccc32)c1=O)N1CCCCC1	6%	-6%	-7	-15%	1%	-8%
19	Cc1ccc(-c2nc3c(c(=O)[nH]c(=O)n3CC(C)C)n2CC(C)C)cc1[N+](=O)[O-]	-22%	1%	-62*	16%	-10%	9%
20	Cc1ccc(CCNC(=O)CCS(=O)(=O)c2ccc3c(c2)oc(=O)n3C)cc1	-1%	/	6&12	3%	-6%&20%	-8%&-3%

# Arranged by formula weight (ascending): part of the list above
entry	compound	AMA1-RON2 inh	Giardia FBPA inh	HCMV antiviral	AmpC inh no detg	AmpC inh detg	Sm TGR inh
12	CCC1CCCCN1C(=O)Cn1c(C(=O)OC)cc2ccsc21 (stereo unspecified)	-3%	5%	-2	3%	-3%	10%
11	CCN(C(=O)CSc1nc2nc(C)cc(C)n2n1)c1ccccc1	-14%	11%	-19	-5%	7%	5%
10	CCCn1ccc2c(OCC(=O)NCc3ccc(F)cc3)cccc2c1=O	/	/	13	/	0%	11%

# (listing goes on)
entry	compound	AMA1-RON2 inh	Giardia FBPA inh	HCMV antiviral	AmpC inh no detg	AmpC inh detg	Sm TGR inh
21	Cc1cc(C)c(NC(=O)COCc2cc(-c3cccs3)on2)c(C)c1	/	/	-30	/	19%	-5%
22	O=C(O)c1ccccc1-n1cnnn1	3%	1%	7	8%	-4%	-11%
23	COC(=O)C1=C(c2cc3ccccc3s2)C[C@@H]2CC[C@H]1N2C	-6%	/	22	6%	1%	-22%
24	CCOc1ccccc1Oc1cn[nH]c1-c1ccc(OC)cc1O	-5%	-2%	2	-24%	-8%	-23%
25	CN(CC(=O)Nc1ccc(C(N)=O)cc1)S(=O)(=O)c1ccc2c(c1)OCCO2	-6%	/	22	-22%	/	/
26	COc1ccccc1Oc1coc2cc(OCC(N)=O)ccc2c1=O	-7%	1%	29	77%[activator]	0%	-3%
27	CCOc1ccc2nc(N3CCCC(C(=O)NCCCN4CC(C)CC(C)C4)C3)sc2c1 (stereo unspecified)	-1%	0%	0	16%	3%	-1%
28	COc1ccc(NC(=O)C/C(C)=N/NC(=O)C2CCCCC2)c([N+](=O)[O-])c1	22%	5%	-7	2%	-2%	-3%
29	COc1cccc(CNC(=O)c2ccc(Cn3c(SCc4ccccc4)nc4cccnc43)cc2)c1	/	/	4	/	3%	-1%
30	CN(C)c1cccc(NC(=O)NC2(C)CCS(=O)(=O)C2)c1 (stereo unspecified)	-7%	-10%	-11	-1%	?	-10%
31	COc1cc2c(cc1OC)CN(CC(=O)Nc1cccc(C(F)(F)F)c1)CC2	5%	-5%	30	-13%	-10%	11%
32	COc1ccc(NC(=O)c2nnn(-c3ccc(C(C)C)cc3)c2C)c(OC)c1	/	/	0	/	27%	-2%
33	Cc1ccc(N2CC(C(=O)Nc3ccc(S(=O)(=O)Nc4nccs4)cc3)CC2=O)cc1 (stereo unspecified)	-3%	7%	-34	-36%	0%	-5%
34	Cc1ccc(-c2cc3ccccc3nc2N2CCCC2)cc1	69%[activator]	0%	-19	-22%	-2%	2%
35	COc1ccc(NC(=O)CSc2nnc(-c3ccccc3F)n2C2CC2)cc1S(N)(=O)=O	-11%	-1%	?	-20%	0%	27%
36	CC(C(=O)OCC(=O)Nc1ccc2c(c1)OCO2)N1C(=O)c2ccccc2C1=O (stereo unspecified)	-7%	-6%	0	-1%	4%	-15%
37	CC1Cc2cc(S(=O)(=O)CCC(=O)Nc3ccccc3F)ccc2N1C(=O)C1CC1 (stereo unspecified)	/	/	?	/	17%	-1%
38	COCCN1C(=O)c2[nH]nc(-c3ccccc3O)c2C1c1ccc(OCc2ccccc2)c(OC)c1 (stereo unspecified)	/	/	-103*	/	-4%	1%
39	Cc1ccc(NC(=O)c2cc3c(=O)[nH]c4ccccc4c3n2C)cc1F	/	/	-18	/	-2%	-1%
40	CCC1=NN=C(c2ccc(F)cc2)C(c2c[nH]c3ccccc23)N1O (stereo unspecified)	17%	-9%	140	-16%	-11%	-25%

# New compounds follow.
entry	compound	AMA1-RON2 inh	Giardia FBPA inh	HCMV antiviral	AmpC inh no detg	AmpC inh detg	Sm TGR inh
41	Cc1ccc(S(=O)(=O)NCC(=O)N/N=C/c2ccccc2O)cc1	66%[activator]	4%	-22	-13%	9%	0%
42	Cc1cc(C(=O)NCC2CCCO2)n(-c2ccccc2)n1 (stereo unspecified)	10%	-2%	-4	-4%	?	-4%
43	O=C(CN1CCCC1)Nc1c2c(cc3c1CCC3)CCC2	-10%	-12%	-18	-12%	-20%	1%
44	O=C(CSc1cccc2cccnc12)N1CCCC1	18%	-8%	?	-16%	-2%	2%
45	CN(NS(=O)(=O)c1ccc(F)cc1)c1ncc(C(F)(F)F)cc1Cl	74%[activator]	?	-30	5%	?	-1%
46	CC(Oc1cccnc1[N+](=O)[O-])C(=O)Nc1ccc(F)cc1 (stereo unspecified)	-15%	/	45	-15%	0%	-1%
47	CCOc1cc(C(=O)Nc2ccc3c4c(cccc24)C(=O)N3CC)cc(OCC)c1OCC	-3%	-8%	100	147%[activator]	-6%	-26%
48	Cc1cccc(NC(=O)c2cc3c(=O)n(Cc4cccnc4)ccc3nc2C)c1	/	/	-3	/	4%	18%
49	COc1ccccc1CNC(=O)COc1cccnc1[N+](=O)[O-]	-4%	4%	21	-8%	1%	6%
50	O=C(COc1ccccc1[N+](=O)[O-])N/N=C/c1ccc(OC(=O)c2ccco2)cc1	5%	-3%	61	6%	-7%	-15%
51	CCOc1ccc(C(=O)NCC(C)C)cc1	-3%	18%	65	/	-4%	2%
52	COc1ccccc1CCc1nnc(CCC(=O)N(C)Cc2ccncc2C)o1	-5%	4%	?	27%	1%	0%
53	C/C(=N/NC(=O)CNC(=O)c1cccnc1)c1ccc([N+](=O)[O-])cc1	-4%	3%	?	-30%	6%	-4%
54	Cc1ccc(CSCCNS(=O)(=O)c2ccc(C)cc2)cc1	4%	0%	-26	-12%	-12%	4%
55	COc1cc(/C=N/NC(=O)Cc2c[nH]c3ccccc23)cc(OC)c1OC	-5%	4%	65	-36%	-8%	-2%
56	CC(C)NC(=O)N(C)C[C@H]1Oc2ccc(NC(=O)Nc3ccc(C(F)(F)F)cc3)cc2C(=O)N([C@H](C)CO)C[C@@H]1C	-2%	/	-9	182%[activator]	/	/
57	CCOc1ccc(-c2noc(CCC(N)=O)n2)cc1OCC	17%	4%	30	8%	-4%	2%
58	COc1cc(C(=O)NCCc2ncccc2C)ccc1OC1CCN(C(C)=O)CC1	5%	/	5	4%	-7%	-13%
59	COc1ccc(NC(=O)C2CCCN(c3nn4c(=O)cc(C)nc4s3)C2)cc1 (stereo unspecified)	5%	-16%	22	-18%	-13%	0%
60	O=C(Nc1ccc2c(c1)OCO2)c1n[nH]c(=O)c2ccccc12	46%[activator]	-8%	27	-36%	3%	1%

# (cont.)
entry	compound	AMA1-RON2 inh	Giardia FBPA inh	HCMV antiviral	AmpC inh no detg	AmpC inh detg	Sm TGR inh
61	COc1ccc(Br)cc1/C=N/NC(=O)c1nc(-c2ccccc2)n2c1CCCCC2	-26%	-2%	-36	-25%	?	-19%
62	Cc1cccc(/C=C(\C#N)c2nc3ccccc3c(=O)[nH]2)c1	/	/	-6	/	13%	0%
63	O=C(CN1CCN(Cc2ccccc2)CC1)NCCNc1ccc([N+](=O)[O-])cn1	-14%	-3%	37	-5%	1%	1%
64	CN(C(=O)Cn1nc(C(=O)O)c2ccccc2c1=O)C1(C#N)CCCCC1	12%	/	-4	-4%	-2%	?
65	CCN(CC)C(=O)[C@H]1CC(CC(=O)NCCc2ccccn2)C(=O)N2CCc3c([nH]c4ccc(OC)cc34)[C@]12C (stereo partly specified)	43%[activator]	/	-15	173%[activator]	/	/
66	O=C(c1ccccc1)N1CCN(c2ccc([N+](=O)[O-])c(NCc3ccco3)c2)CC1	-19%	-6%	?	23%	1%	0%
67	O=C(Nc1cc(C(F)(F)F)ccc1F)C1CCCC1	-1%	-6%	16	-7%	-12%	-29%
68	Cc1cc(Br)ccc1OCCn1ccnc1	?	-12%	-13	-21%	-5%	-6%
69	COc1ccc2c(OC)cc(-c3ccccc3)nc2c1	9%	0%	-5	-12%	-6%	7%
70	CC(C)n1nnnc1SCC(=O)NC1CCCC1	3%	/	15	1%	-6%	-9%
71	CCOC(=O)c1sc2cccc(Cl)c2c1N	24%	-10%	5	-20%	?	-20%
72	Cc1nc2nc(SCc3ccccc3)nn2c(C)c1C	8%	/	27	4%	7%	5%

# Screens from PubChem.
